Screens as filed in PubChem.
MEX-5 binding: MEX-5 zinc finger RNA-binding disruptors – biochemical, C. elegans, fluorescence polarization, MLPCN library, primary screen | activity score (negative = inhibition of binding), % at 10 µM | 300,000 tested, 0.38% active | Zinc finger protein mex-5 (Caenorhabditis elegans), Q9XUB2 | MEX-5/FITC-TCR2 RNA binding; active compounds read low;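 active = inhibition past about -25% in most replicates, and total fluorescence under double the plate's negative control median, limit read from the data; inconclusive = replicates evenly split on the limit, or fluorescence at least double controls; inactive = too little inhibition in most replicates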;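 note: 0% = DMSO and -100% = 5 µM competing unlabeled TCR2 RNA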
Target sequence (Q9XUB2 whole entry, looked up): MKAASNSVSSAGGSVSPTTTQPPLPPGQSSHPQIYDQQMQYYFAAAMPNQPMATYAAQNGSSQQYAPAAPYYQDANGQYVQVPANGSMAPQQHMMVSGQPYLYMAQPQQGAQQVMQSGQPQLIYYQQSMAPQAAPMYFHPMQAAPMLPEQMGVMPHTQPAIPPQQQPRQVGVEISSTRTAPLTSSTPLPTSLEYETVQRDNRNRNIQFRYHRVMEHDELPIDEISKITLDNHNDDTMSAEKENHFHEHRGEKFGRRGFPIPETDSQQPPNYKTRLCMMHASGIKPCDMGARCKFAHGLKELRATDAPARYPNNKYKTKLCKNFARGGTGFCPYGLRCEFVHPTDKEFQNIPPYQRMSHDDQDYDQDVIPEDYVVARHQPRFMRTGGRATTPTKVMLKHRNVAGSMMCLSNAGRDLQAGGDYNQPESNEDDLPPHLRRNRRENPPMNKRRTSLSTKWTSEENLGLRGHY
AGP1-GFP MLPCN: modulators of AGP1-GFP expression in yeast TOR pathway, primary screen, cell-based, multiplex flow cytometry, S. cerevisiae, MLPCN library | 3 h; GFP as percent of DMSO wells | GFP response vs DMSO, % at 10 µM | 320,000 tested, 0.02% active;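 active = GFP response relative to DMSO above a set limit, near screen average plus 3 SD, cut at about 150% in these data; inconclusive = fewer than 70 cells counted for the yeast strain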;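 note: median GFP channel fluorescence of the gated AGP1 strain per well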
Bcl-xL primary: inhibitors of human Bcl-xL, primary screen, biochemical, fluorescence polarization, HTS. Bcl-2-like protein 1 (Homo sapiens), Q07817. GST-Bcl-xL / FITC-Bim BH3 peptide fluorescence polarization. inhibition, % at 10.9 µM. 320,000 tested, 0.7% active;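 active = inhibition above the mean of all tested compounds plus 3 SD, cutoff set per campaign, cut at about 30% in these data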;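 note: 0% = DMSO wells and 100% = unlabeled Bim-BH3 peptide competitor; inhibitors lower millipolarization by displacing the labeled peptide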
Target sequence (Q07817 whole entry, looked up): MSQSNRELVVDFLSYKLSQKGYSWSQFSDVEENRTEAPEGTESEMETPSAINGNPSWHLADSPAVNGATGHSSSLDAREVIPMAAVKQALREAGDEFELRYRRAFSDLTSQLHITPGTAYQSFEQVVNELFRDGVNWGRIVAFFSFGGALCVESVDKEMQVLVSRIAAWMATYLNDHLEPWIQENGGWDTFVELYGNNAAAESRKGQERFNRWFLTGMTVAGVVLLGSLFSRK
CIT2-GFP yeast: modulators of CIT2-GFP expression in yeast, primary screen, S. cerevisiae, GFP fusion, multiplex flow cytometry, MLPCN library | S. cerevisiae CIT2-GFP strain, 3 h; 100 means same as DMSO wells | GFP response vs DMSO, % at 10 µM | AID 2029, 2009 | 320,000 tested, 0.065% active;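 active = GFP response relative to DMSO above a set limit, near the screen mean plus 3 SD, cut at about 150% in these data; inconclusive = Fewer than 70 cells measured for a yeast strain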;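 note: ratio of well median GFP fluorescence to mean of DMSO wells on the plate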
GLD-1 RNA inh: GLD-1/TGE RNA complex disruptors, primary screen, biochemical, fluorescence polarization. purified GLD-1 + fluorescein TGE RNA. Female germline-specific tumor suppressor gld-1 (Caenorhabditis elegans), Q17339. inhibition, % at 5.96 µM. 320,000 tested, 0.44% active;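 active = percent inhibition above a per-plate cutoff, the plate mean of test compounds plus 3 SD, cut at about 30% in these data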;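 note: 0% = DMSO wells with GLD-1 and probe and 100% = wells lacking GLD-1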
GRK2 inh: compounds blocking aptamer binding on GRK2 – biochemical, human GRK2, bead flow cytometry, HTS, primary screen | 330,000 tested, 0.59% active | Beta-adrenergic receptor kinase 1 (Homo sapiens), P25098 | AID 488847, 2010 | FAM-aptamer displacement from GRK2 | inhibition of aptamer binding, % at 10 µM;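 active = inhibition of aptamer binding above 40%, roughly 3 SD of noise, on plates passing a quality check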;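 note: median bead fluorescence of bound FAM aptamer so fluorescent compounds give negative values; no value below 0 was filed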
VLA-4 inh: inhibition in human VLA-4 binding assay, primary screen, VLA-4 allosteric modulator project, MLPCN library, flow cytometry, VLA-4 expressing cells. 330,000 tested, 0.2% active. Integrin alpha-4 (Homo sapiens), P13612. ligand binding flow cytometry. inhibition, % (about 7 µM as worked out from the volumes in the protocol). AID 2557, 2010; in the data active = inhibition above about 50%
Yeast superoxide: reduction of superoxide in aged yeast, primary screen, HTS; 330,000 tested, 0.18% active; S. cerevisiae aged cells, superoxide DHE fluorescence; active compounds read low; superoxide response (% of plate mean), % at 10 µM;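 active = superoxide response under a set limit, about three screen SD below normal, cut at about 65% in these data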;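 note: yeast aged for seven days with compound at 30 °C before DHE staining; 100% = average MFI of all compound-treated wells on the plate with controls excluded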
MCL1-BIM inh: inhibitors of MCL1 binding to BIM-BH3, primary screen, biochemical, fluorescence polarization; GST-MCL1 / FITC-Bim-BH3 fluorescence polarization; inhibition, % at 10.9 µM; 320,000 tested, 0.68% active; AID 2057, 2009;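 active = inhibition above the mean inhibition of all tested compounds plus 3 SD, set per campaign, cut at about 40% in these data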;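 note: 0% = DMSO wells and 100% = unlabeled Bim-BH3 peptide control; higher means more loss of mP so more displacement of Bim peptide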
Target sequence (Q07820 whole entry, looked up): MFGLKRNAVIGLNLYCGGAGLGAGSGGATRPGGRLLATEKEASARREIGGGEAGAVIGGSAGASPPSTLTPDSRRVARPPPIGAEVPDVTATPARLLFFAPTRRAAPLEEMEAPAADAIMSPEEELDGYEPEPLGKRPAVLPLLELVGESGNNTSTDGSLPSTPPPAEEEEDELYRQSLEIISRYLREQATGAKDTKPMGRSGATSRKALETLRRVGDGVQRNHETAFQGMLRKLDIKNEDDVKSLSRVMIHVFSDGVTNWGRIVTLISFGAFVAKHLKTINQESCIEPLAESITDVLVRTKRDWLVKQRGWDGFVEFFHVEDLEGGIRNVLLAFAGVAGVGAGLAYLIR
The depositor's hits bear a star; i = inactive; ? = inconclusive; · = not tested or not shown; & = joins results of further samples; [ ] = remark or other dose.

SMILES	MEX-5 binding	AGP1-GFP MLPCN	Bcl-xL primary	CIT2-GFP yeast	GLD-1 RNA inh	GRK2 inh	VLA-4 inh	Yeast superoxide	MCL1-BIM inh
N=C1c2c(cc(=O)n3c2[nH]c2ccccc23)CN1CCN1CCOCC1	-5.9	100	27	102	20	1	-41	110	20
CCOC(=O)N1CCN(C(=S)NC(=O)c2nn(C)cc2Br)CC1	-0.1	95	3	96	8	5	3	103	-4
COc1ccc(C/C(C)=N/NC(=O)c2ccc(Cl)cc2)cc1	1.9	93	6	96	-1	0	i	97	0
Cc1ccc(-c2nnc(N3CCN(CCO)CC3)c3ccccc23)cc1	-0.3	95	5	87	0	5	-1	93	7
CCCN1CCC(NC(=O)Cc2cccc(C)c2)CC1	-0.6	99	0	100	2	0	11	98	1
Cc1cc(C(=O)c2ccc(C(C)(C)C)cc2)c(NC(=O)CCl)s1	0.9	92	-2	96	8	0	-5	82	-4
S=C1NCCOCCOCCOCCNC(=S)N2CCOCCOCCN1CCOCCOCC2	-0.3	103	-5	100	6	1	-3	93	5
CCn1c(COc2ccc(Cl)c(C)c2)nnc1SCC(=O)N1CCCC1	0.9	98	3	113	4	0	0	96	-5
O=C(NC1CCCCC1)C1CCCN(c2nnnn2-c2ccccc2)C1 (centres undefined)	-1.1	89	2	82	7	2	-1	126	14
CC(C)(C)NC(=O)[C@@H]1C[C@@H]2CCCC[C@@H]2CN1C[C@@H](O)[C@H](Cc1ccccc1)NC(=O)[C@H](CC(N)=O)NC(=O)c1ccc2ccccc2n1	-0.8&2.0	82&27	-1&9	79&93	6&3	0&1	10&-22	103&95	3&5
Oc1c(Br)cc(Br)cc1/C=N/N1CCN(Cc2ccccc2)CC1	·	91	6	88	4	3	-4	90	4
CN(C)c1ccc(C(=O)/C=C/c2cccnc2)cc1	-18	91	-7	85	-5	0	11	101	-9
Cc1c(C(=O)NNC(=O)c2csc(N3CCOCC3)n2)cccc1[N+](=O)[O-]	·	96	-3	94	8	0	-19	68	-1
c1ccc(-c2noc(C34CC5CC(CC(C5)C3)C4)n2)nc1	0.5	107	1	96	5	0	3	98	-3
CCOC(=O)NC(NC(=S)Nc1ccc(OCC)cc1)C(Cl)(Cl)Cl (centres undefined)	1.4	95	4	111	4	0	8	96	13
Cc1ccc(C)c(N(CC(N)=O)S(C)(=O)=O)c1	-1.2	96	2	93	2	2	10	104	2
Cc1ccc(C(=O)Oc2ccccc2N2C(=O)C3CCC(C)CC3C2=O)cc1 (centres undefined)	3.3	100	2	103	0	0	11	103	-1
CCC(C)OC1OC(CO)C(O)C(O)C1NC(C)=O (centres undefined)	0.0	104	6	106	-1	2	0	114	-2
Cc1cccc2c(=O)oc(-c3ccccc3Cl)nc12	3.2	93	3	96	4	0	3	99	5
O=C1CC2(CCCC2)C(=O)N1c1ccc(S(=O)(=O)NCC2CC2)cc1Cl	3.6	85	-6	79	-1	1	0	95	-11
Cc1nnc(SCC(=O)Nc2c(Cl)cccc2Cl)[nH]c1=O	-0.8	103	5	100	4	3	48	96	4
O=C(COC(=O)c1ccc(NS(=O)(=O)c2cccs2)cc1O)NCc1ccccc1	3.3	113	1	115	-5	4	-6	84	0
Cc1cc2ncn(C3CC(=O)N(C)C3=O)c2cc1C (centres undefined)	-0.6	105	-8	·	4	0	8	78	-8
CC1(C)CC(=O)c2cnc(NCC3CCCO3)nc2C1 (centres undefined)	-4.5	103	1	108	8	1	-3	95	0
CC1Cc2ccccc2N1S(=O)(=O)c1cccc(C(=O)NCc2ccncc2)c1 (centres undefined)	·	?	4	?	4	0	-8	116	6
(list continues)
SMILES	MEX-5 binding	AGP1-GFP MLPCN	Bcl-xL primary	CIT2-GFP yeast	GLD-1 RNA inh	GRK2 inh	VLA-4 inh	Yeast superoxide	MCL1-BIM inh
COc1ccc(S(=O)(=O)N2CCN(Cc3cccc(OC)c3OC)CC2)cc1	1.4	72	-1	103	5	0	-1	90	7
O=c1[nH]c2ccc(S(=O)(=O)Nc3ccccc3O)cc2[nH]1	-9.4	111	-6	95	3	0	-46	100	-27
Cc1c2n(c3ccccc13)CC/C2=N\O	-0.9	106	3	92	-1	3	17	84	-3
COc1ccc(Cl)cc1NS(=O)(=O)c1cc(Cl)ccc1OC	-0.5	90	-2	101	4	3	-6	98	-4
CC1CCC/C(=N\NC(=O)COc2ccc(Cl)cc2Cl)C1 (centres undefined)	3.7	·	-3	104	5	0	-4	110	7
COc1ccc(-c2sc3ccccc3c2C#Cc2cncn2C)cc1	·	·	·	·	11	3	3	117	·
COc1ccc(S(=O)(=O)N(Cc2ccc(OC)c(OC)c2)Cc2ccco2)cc1	-1.7	99	4	94	0	0	7	100	4
N#C/C(=C/c1ccncc1)c1nc2ccccc2s1	1.3	93	-29	98	-61	2	-2	104	-96
O=C(NC1CCCCC1)C(c1cccnc1)N(C(=O)c1csnn1)c1ccc(F)cc1 (centres undefined)	2.1	95	4	95	-2	1	15	95	5
CCCC(=O)c1c(NC(C)C)cc(C)oc1=O	-2.0	99	-2	91	0	0	·	102	-8
CC(C)Cn1c(SCC(=O)N2CCc3ccccc3C2)nc(O)cc1=O	·	96	·	96	2	2	3	114	·
CC(C)(O)c1cc2ccc(C#CCCN3C(=O)c4ccccc4C3=O)cc2c(=O)o1	·	93	·	81	-1	2	15	98	·
CCCCCCc1c(O)nc(SCC(=O)O)[nH]c1=O	-4.2	101	5	105	6	2	-15	97	6
Cc1ccc(S(=O)(=O)NCc2ccccn2)cc1C	1.6	99	2	101	5	2	7	103	-1
Cc1ccc(C(=O)N2CCN(c3ccccc3)CC2)cc1S(=O)(=O)N1CCOCC1	0.7	100	6	98	1	0	5	93	2
Cc1ccc(N=N/C(=C\O)C(=O)c2ccncc2)cc1	-2.1	74	0	58	-1	3	-4	81	5
CS(=O)(=O)c1ccc(Cl)c(NC(=O)CCCSc2ccccc2)c1	0.2	102	4	103	5	4	12	112	0
CCNc1nc(OC)nc(SCC(N)=O)n1	-1.3	107	2	100	0	1	0	92	1
COc1ccc(C2=NN(c3ccccc3)C(c3ccc(OC)c(OC)c3)C2)cc1 (centres undefined)	-0.4	16[may fluoresce violet]	1	?	0	5	1	100	-8
COc1ccc(CN2CCN(Cc3ccc4cc(F)ccc4n3)CC2CCO)c(C)c1C (centres undefined)	-3.2	98	3	97	-4	0	12	111	2
O=C(O)[C@@H]1CCCN1C(=O)c1ccccc1N1C(=O)[C@@H]2Cc3c([nH]c4ccccc34)C(c3cccc(Cl)c3)N2C1=O (some centres undefined)	-0.2	?	12	?	9	0	36	93	11
Cc1cc(C)c(/C=N/NC(=O)c2nnn(-c3nonc3N)c2CN2CCC(C)CC2)c(C)c1	-1.1	98	-3	102	-7	3	-1	92	-3
CCCc1cc2c(=O)c(-c3ccccn3)c(C)oc2cc1O	2.1	104	0	105	4	3	-1	96	-3
CCOC(=O)N1CCN(C(=O)CNCc2cccs2)CC1	-4.0	101	6	92	7	2	9	76	3
Cn1c(=O)c2nc(-c3ccccc3)oc2c2ccccc21	1.0	68	5	63	3	4	28	108	4
New compounds follow
SMILES	MEX-5 binding	AGP1-GFP MLPCN	Bcl-xL primary	CIT2-GFP yeast	GLD-1 RNA inh	GRK2 inh	VLA-4 inh	Yeast superoxide	MCL1-BIM inh
O=c1cc(N2CCN(c3ccc(F)cc3)CC2)[nH]c(=O)n1C1CCCCC1	1.0	94	-2	101	-15	1	5	94	-2
CCOC(=O)Cc1cc(=O)n(-c2nc3ccccc3s2)[nH]1	-0.6	102	8	102	-2	2	6	77	7
c1ccc(CN2c3ccccc3-c3nc4ccccc4n3C2c2ccccn2)cc1 (centres undefined)	0.3	98	7	103	0	5	-17	84	5
CCN(CC(=O)Nc1c(F)cccc1F)C(=O)CN1C(=O)C2CCCCC2C1=O (centres undefined)	·	96	0	87	4	0	10	96	4
Cc1ccc2c(c1)N(C(=O)CCC(=O)N1CCN(c3ccccc3)CC1)CCO2	-0.8	106	2	104	0	1	5	104	-1
CC(=O)Nc1ccc(NC(=O)C2CCN(c3ccc(C(F)(F)F)cn3)CC2)cc1	-0.4	104	4	104	-4	0	1	109	6
OC1(c2ccc(Cl)cc2)CCN(Cc2cn[nH]c2-c2ccccc2)CC1	1.9	105	5	97	3	2	1	95	4
COC(=O)c1cc(Br)c(=O)n(CCc2ccc(O)cc2)c1	2.5	96	3	97	-1	0	-5	82	4
C=CCn1c(-c2ccco2)n[nH]c1=S	-1.5	91	-14	92	4	3	14	86	-12
CCc1ccc(OCC(=O)N/N=C\c2ccco2)c([N+](=O)[O-])c1	1.4	88	1	93	-3	4	5	86	5
O=C(Nn1cnnc1)c1ccccc1CCc1ccccc1	0.3	100	2	102	1	1	6	91	5

Structural class, those above containing an aryl methoxy group.
SMILES	MEX-5 binding	AGP1-GFP MLPCN	Bcl-xL primary	CIT2-GFP yeast	GLD-1 RNA inh	GRK2 inh	VLA-4 inh	Yeast superoxide	MCL1-BIM inh
COc1ccc(C/C(C)=N/NC(=O)c2ccc(Cl)cc2)cc1	1.9	93	6	96	-1	0	i	97	0
COc1ccc(S(=O)(=O)N2CCN(Cc3cccc(OC)c3OC)CC2)cc1	1.4	72	-1	103	5	0	-1	90	7
COc1ccc(Cl)cc1NS(=O)(=O)c1cc(Cl)ccc1OC	-0.5	90	-2	101	4	3	-6	98	-4
COc1ccc(-c2sc3ccccc3c2C#Cc2cncn2C)cc1	·	·	·	·	11	3	3	117	·
COc1ccc(S(=O)(=O)N(Cc2ccc(OC)c(OC)c2)Cc2ccco2)cc1	-1.7	99	4	94	0	0	7	100	4
CCNc1nc(OC)nc(SCC(N)=O)n1	-1.3	107	2	100	0	1	0	92	1
COc1ccc(C2=NN(c3ccccc3)C(c3ccc(OC)c(OC)c3)C2)cc1 (centres undefined)	-0.4	16[may fluoresce violet]	1	?	0	5	1	100	-8
COc1ccc(CN2CCN(Cc3ccc4cc(F)ccc4n3)CC2CCO)c(C)c1C (centres undefined)	-3.2	98	3	97	-4	0	12	111	2

Look-ups from above:
MEX-5 binding, C=CCn1c(-c2ccco2)n[nH]c1=S = -1.5
CIT2-GFP yeast, c1ccc(CN2c3ccccc3-c3nc4ccccc4n3C2c2ccccn2)cc1 (centres undefined) = 103

Compounds were not picked by outcome. Share with any hit: about 2.1%.
